Screening data from PubChem BioAssay.
GALK inh: inhibitors of human galactokinase; hit rate 0.007% among 270,000; AID 1868; Potency, µM (doses to about 57.5 µM), without a hit: at the highest dose activity change, negative = inhibition, most hits filed as inhibitors; Purified GALK, Kinase-Glo residual ATP luminescence; P51570; note: potency is the fitted concentration of half-maximal effect
Target sequence (P51570 whole entry, looked up): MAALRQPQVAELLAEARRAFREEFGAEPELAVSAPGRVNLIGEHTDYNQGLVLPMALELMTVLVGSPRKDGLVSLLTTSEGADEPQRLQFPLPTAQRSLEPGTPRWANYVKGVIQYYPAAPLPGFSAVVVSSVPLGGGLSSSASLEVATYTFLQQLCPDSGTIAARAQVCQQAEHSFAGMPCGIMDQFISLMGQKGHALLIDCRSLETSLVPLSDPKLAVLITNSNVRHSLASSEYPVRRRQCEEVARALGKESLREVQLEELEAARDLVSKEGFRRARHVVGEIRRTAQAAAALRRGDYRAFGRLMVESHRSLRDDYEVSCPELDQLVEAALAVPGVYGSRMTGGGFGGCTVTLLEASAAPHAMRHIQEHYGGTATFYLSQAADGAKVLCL
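Compounds were pin-transferred into ATP buffer (35 uM final), then GALK plus galactose (5 nM, 100 uM final) was added. After 1 h at room temperature, Kinase-Glo Plus was added and luminescence read after 10 min.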
uPA generation: blocks generation of uPA at the cell surface | Potency, µM (doses to about 38.3 µM), inactives show top-dose activity change, negative = inhibition, hits mostly inhibitors | hit rate 0.31% among 330,000 | cell surface uPA generation assay, qHTS; active = well fitted inhibition curve with a large enough effect; inconclusive = small, poorly fitted or top-dose-only effect; inactive = no such curve, though single readings can be large or run the other way; tested in mouse RAW 264.7 cells; note: potency is the fitted concentration of half-maximal effect; nearly all actives have a fitted effect of over 55% in size
Eya2 inh: Eya2 (human) phosphatase inhibition. O00167. recombinant Eya2, OMFP fluorescence dephosphorylation (OMFP is methylfluorescein phosphate). Potency, µM (top dose mostly 76.9 µM), for the others: at the top dose activity, negative = inhibition, hits mostly inhibitors. hit rate 0.006% among 330,000; note: potency is the fitted concentration of half-maximal effect
Target sequence (O00167 whole entry, looked up): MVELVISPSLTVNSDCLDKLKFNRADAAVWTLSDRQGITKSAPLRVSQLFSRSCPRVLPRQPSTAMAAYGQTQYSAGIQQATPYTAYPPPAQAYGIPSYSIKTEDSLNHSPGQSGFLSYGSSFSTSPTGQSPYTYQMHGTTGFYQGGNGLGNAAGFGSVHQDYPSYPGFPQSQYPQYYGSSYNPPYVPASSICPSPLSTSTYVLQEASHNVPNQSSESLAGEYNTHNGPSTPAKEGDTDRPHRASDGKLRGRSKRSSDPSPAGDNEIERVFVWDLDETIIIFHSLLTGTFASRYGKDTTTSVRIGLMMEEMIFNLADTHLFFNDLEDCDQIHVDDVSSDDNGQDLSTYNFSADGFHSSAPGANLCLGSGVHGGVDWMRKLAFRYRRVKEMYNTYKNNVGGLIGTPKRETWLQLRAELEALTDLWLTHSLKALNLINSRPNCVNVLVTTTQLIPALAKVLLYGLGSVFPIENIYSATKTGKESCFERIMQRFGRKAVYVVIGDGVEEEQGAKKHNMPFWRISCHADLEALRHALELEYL
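Eya2 protein (added as 0.2 uM solution) was preincubated with compound for 10 min at ambient temperature in 50 mM HEPES pH 7.5, 50 mM NaCl, 5 uM MgCl2, 0.05% BSA, 1 mM DTT. OMFP (added at 50 uM) then reacted 10 min; fluorescence read at 485/525 nm.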
hERG WT inh: KCNH2 (human, wildtype) channel inhibition; Q12809; U2OS, BacMam KCNH2, thallium flux FluxOr; active compounds read low; activity change, % at 1.84 µM; hit rate 0.37% among 340,000;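 active = maximum activity change below -70%; inconclusive = maximum activity change between -70% and -50%; inactive = maximum activity change above -50%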
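U2OS cells transduced with wild-type KCNH2 virus are loaded with FluxOr dye for 45 min, and thallium flux is measured in kinetic reads before and after stimulation buffer. Rate constants are normalized to DMSO controls.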
Giardia killer: Giardia lamblia killing. Giardia lamblia trophozoite viability. activity change, % at 7.66 µM, hits read low. hit rate 0.15% among 340,000; in the data active = activity change below about -80%; inconclusive = between about -30% and that limit;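 note: parasites exposed to compound for two days anaerobically before the ATP read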
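Giardia lamblia trophozoites (100 cells/well) were incubated with compounds for 48 h at 37 deg C under anaerobic conditions. Viability was read as ATP content by one-step luminescence after 15-30 min at room temperature.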
FBPA coupling cs: inhibits coupling enzyme system, counter-screen for aldolase hits; hit rate 0.67% among 290,000; activity change, negative = inhibition, % at 58.2 µM, hits read low; coupling enzyme system counterscreen, AmpLite Red fluorescence; in the data active = activity change below about -30%
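Final compound at 57.5 uM, incubated 10 min at RT with coupling enzyme reagent (glyceraldehyde-3-phosphate), then 20 min with substrate and AmpLite Red detection. Fluorescence read at 525/598 nm; tests interference with the coupling assay, not aldolase inhibition.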
B2AR arrestin: agonists driving beta-arrestin recruitment to human beta2-adrenergic receptor. hit rate 0.02% among 330,000. Potency, µM (highest dose often 46.1 µM), for inactives: top-dose activation, most hits filed as activators. P07550. beta-arrestin recruitment to beta2AR, cell-based reporter. AID 492947;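 note: potency is the fitted concentration of half-maximal effect; 0% = DMSO controls and full agonism = EC100 isoproterenol or metaproterenol; nearly all actives have a fitted effect of over 65% in size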
KCNH2 3.1 inh: blocks the human KCNH2 3.1 channel isoform; U2OS KCNH2 3.1, thallium flux FluxOr; active compounds read low; hit rate 0.95% among 340,000; activity change, % (tested at about 1.8 µM); AID 720553;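 active = maximum activity change below -70%; inconclusive = maximum activity change from -70% to -50%; inactive = maximum activity change above -50%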;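 note: thallium influx rate constant from kinetic fluorescence after stimulation buffer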
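Thallium flux read-out: FluxOr dye with Red40 quencher in HBSS/HEPES, 45 min at RT. Rate constants from kinetic reads were normalized to positive and negative DMSO controls. Cells: U2OS virally expressing the 3.1 isoform.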
USP2a block: inhibitors of human ubiquitin-specific protease USP2a; O75604; USP2 core, Ub-CHOP2 coupled fluorogenic reporter, 485/531; Potency, µM (series often up to 38.3 µM), for the others: top-dose activity change, negative = inhibition, actives largely listed as inhibitors; hit rate 0.01% among 330,000;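 note: potency is the fitted concentration of half-maximal effect; plate controls were DMSO wells for no effect and full inhibition by NEM control for full effect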
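Deubiquitinase activity read as fluorescence (485/531 nm) after Ub-CHOP2 cleavage activates the enterokinase reporter on its substrate; USP2 core 10nM, Ub-CHOP2 and substrate 25nM each, 30min compound preincubation then 60min RT; data normalized to NEM, curves fitted.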
BCR signal inh: blocks chronic active B-cell receptor signaling; ABC-DLBCL IkBa-CBG/CBR reporter, luminescence ratio, 4 h; Potency, µM (series often up to 46.1 µM), for the others: at the highest dose ratio change, negative = lower green/red ratio, most hits filed as inhibitors; hit rate 0.05% among 340,000; AID 493014; active = well fitted inhibition curve with a large enough effect in the signal ratio, with a control signal flat, not every such curve was filed as active; inconclusive = small, poorly fitted or top-dose-only effect, or effect the other way, or a change in a side signal; the % refers to the signal ratio;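 note: potency is the fitted concentration of half-maximal effect; plate controls were basal doxycycline-induced cells for no effect and cells given 10 µM MG132 for full effect; MG132 reads +100%, hits lower the ratio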
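Compounds up to 46 uM were incubated four hours with TMD8 cells whose green CBG68 luciferase is fused to IkappaBalpha; red CBR luminescence normalised the signal, and concentration-effect curves were fitted to fusion, red and ratio data.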
PKM2 act: PKM2 (human) enzyme activation; P14618; purified PKM2, Kinase-Glo ATP luminescence, activation; response scale: 0% is enzyme alone, no compound; Potency, µM (top dose mostly 57.5 µM), for inactives: at the top dose activation, actives largely listed as activators; hit rate 0.34% among 260,000; note: potency is the fitted concentration of half-maximal effect; nearly all actives have a fitted effect of over 55% in size
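Kinase-Glo luminescence reports ATP generated from ADP (0.1 mM) and PEP (0.5 mM) by purified hPK-M2 after 1 h at room temperature, pH 7.2 imidazole buffer; intermediate enzyme activity allows detecting inhibitors and activators.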
* marks the source's active call; other numbers are inactive results; ? = inconclusive; . = no result given. Unless noted, calls come from the whole dose curve; as a rule, active = well fitted curve in the direction sought with a large enough effect; inconclusive = small, poorly fitted or top-dose-only effect, or another doubt; inactive = no such curve, though single readings can be large; an effect the other way counts as inactive or inconclusive. Unless noted, % is set by controls: 0 for no effect and ±100 for the full control effect.

SMILES	GALK inh	uPA generation	Eya2 inh	hERG WT inh	Giardia killer	FBPA coupling cs	B2AR arrestin	KCNH2 3.1 inh	USP2a block	BCR signal inh	PKM2 act
Cc1cc(-c2cc(-c3ccc(Cl)cc3)on2)nc(NCC2CC2)n1	-1%	-2%	-13%	10	9	4	0.1%	0	11%	9%	-3%
O=C1CC(c2ccccc2)n2nc(NC(=O)c3cccnc3)nc2N1 (configuration not stated)	4%	.	5%	.	.	1	-0.1%	.	3%	1%	-17%
COc1ccc(OCc2nc(N)nc(Nc3cccc(C)c3C)n2)cc1	2%	2%	-11%	-10	-4	7	0.1%	4	4%	-2%	4%
O=C(Nc1ccc(-n2ccc(C(F)(F)F)n2)cc1)Nc1cccc(Cl)c1	-2%	.	-3%	.	.	-1	-0.2%	.	3%	2%	9%
COc1ccc(OC)c(Nc2nc(C3CC3)nc3c2nnn3Cc2ccccc2)c1	2%	-5%	5%	0	-13	.	-0.6%	-4	0%	1%	2%
O=C(Nc1ccccc1)O/N=C(\c1ccccc1)c1ccccn1	-1%	-4%	-5%	11	7	1	-0.1%	-3	-4%	-9%	-3%
COc1ccc(S(=O)(=O)N2CCCCCC2)cc1N(C)S(=O)(=O)c1ccc(C)cc1	0%	?	9%	11	10	-1	-1.4%	-34	-1%	0%	3%
COc1ccc(C(=O)COc2ccc(NC(C)=O)cc2)cc1	-1%	-2%	6%	-3	9	1	-0.4%	6	0%	2%	0%
CC(C)CC(C(=O)O)N1C(=O)C2C3C=CC(C2C1=O)C1C(=O)N(C(CC(C)C)C(=O)O)C(=O)C31 (configuration not stated)	1%	4%	3%	0	1	.	0.1%	-27	2%	-9%	.
Cc1cc(NC(=O)CCSc2ccccc2)no1	-1%	2%	-2%	-5	-14	2	-0.8%	32	3%	6%	8%
O=C(OCCCC(=O)N1CCOCC1)c1ccccc1	1%	0%	-6%	6	-3	2	-0.9%	10	-1%	0%	5%
Cc1ccc(S(=O)(=O)CCc2nnc(NC(=O)c3ccccn3)s2)cc1	-1%	-5%	16%	9	-3	-21	0.9%	-15	0%	-3%	3%
CCCOc1ccc(Cn2ccnc2)cc1[N+](=O)[O-]	1%	12%	5%	31	-3	5	-0.6%	-4	5%	?	5%
CC(C)CN(C(=O)C1CC1)c1c(N)n(Cc2ccccc2)c(=O)[nH]c1=O	.	2%	18%	4	-3	.	-1.8%	-3	-1%	1%	.
Cc1c(C(=O)Nc2cc(S(=O)(=O)N3CCOCC3)ccc2N2CCOCC2)oc2ccccc12	-1%	2%	-10%	11	-2	-10	0.3%	6	3%	-2%	-1%
Cc1cc(C(=O)O)c(C)n1Cc1ccncc1	-2%	5%	-10%	-1	-13	2	-0.2%	5	1%	0%	4%
COc1ccc(-c2cccc(NS(=O)(=O)c3cc([N+](=O)[O-])ccc3Cl)c2)nn1	.	-5%	1%	-11	-1	.	-1.0%	2	0%	0%	.
Cc1ccsc1C(=O)N1CC=C(c2ccccc2)CC1	.	-6%	15%	-14	-5	.	-0.3%	5	-7%	3%	.
Cc1ccc(NC(=S)NCCc2ccccc2)c(C)c1	2%	0%	6%	-4	-2	0	2.6%	4	0%	0%	-4%
CN(C)C=Nc1nonc1-c1ncn[nH]1	1%	-1%	-10%	4	4	1	-0.8%	11	4%	5%	-4%
CC(C)c1ccc(N(CC(=O)NC2CCCCC2)C(=O)CCC(=O)Nc2ccccn2)cc1	15%	2%	-12%	5	4	0	-0.4%	-23	2%	2%	15%
O=C(Cc1c(Cl)cccc1Cl)N1CCN(S(=O)(=O)c2cccs2)CC1	.	-7%	1%	2	8	.	-0.3%	10	21%	0%	.
CN1CCN(C(=O)c2cnn3c(C(F)(F)F)cc(-c4cccs4)nc23)CC1	.	9%	3%	-4	9	-1	0.2%	1	4%	?	-1%
Cn1c(Cc2nc(-c3cnccn3)no2)nnc1SCC(=O)Nc1ccccc1	1%	5%	10%	-3	7	-6	-0.2%	4	-1%	?	-7%
CC1Cc2ccccc2N1C(=O)c1cc2sccc2n1Cc1ccccc1 (configuration not stated)	-2%	11%	-9%	-8	10	0	-0.4%	11	0%	26%	-16%
Clc1ccc(-c2nnc(-c3ccccc3Cl)o2)cc1	2%	.	4%	30	-27	-1	0.0%	-2	-2%	2%	-1%
O=C1CC/C=C\C[C@@H](CC(=O)N(CCO)Cc2ccccc2)C(=O)N[C@H](Cc2ccccc2)CO1	.	0%	-19%	-3	-25	.	-0.1%	7	0%	0%	.
CCOC(=O)C(CC)(CCC(=O)O)c1csc(Nc2ccc(C)cc2)n1 (configuration not stated)	5%	1%	1%	-8	-9	3	-0.2%	12	1%	-13%	-12%
Cc1cccc(C(=O)Nc2ncc(CN3CCOCC3)s2)c1	-2%	6%	-28%	0	-3	4	?	0	1%	?	5%
CCOCCCNC(=O)C(c1ccc(C)cc1)N(Cc1ccc2c(c1)OCO2)C(=O)CNC(C)=O (configuration not stated)	-4%	-1%	6%	-16	20	-1	-0.8%	3	2%	14%	1%
COC(=O)COc1ccc(S(=O)(=O)NC2CCCCCC2)cc1	-2%	-1%	15%	-19	8	2	0.0%	2	0%	0%	-3%
CCCCN(C)CCC(=O)Nc1ccc(Cl)cc1	0%	7%	-4%	0	-18	-2	-0.5%	2	3%	?	0%
COCC(C)N=C1NN=C(c2cc(C)n(Cc3ccccc3Cl)c2C)CS1 (configuration not stated)	4%	-28%	2%	-3	9	1	0.5%	5	-1%	?	-4%
CCOCCOC(=O)CCSc1n[nH]c(=O)[nH]c1=O	0%	-7%	-13%	-2	-3	1	0.0%	5	1%	-1%	6%
COC(=O)Nc1ccc(S(=O)(=O)Nc2ccc(O)cc2)cc1	0%	9%	0%	-12	2	0	-0.9%	13	1%	?	16%
O=[N+]([O-])c1cc(S(=O)(=O)Nc2cccc(C(F)(F)F)c2)ccc1-n1nnc2ccccc21	-5%	0%	-14%	-4	1	14	0.4%	4	-1%	?	0%
COC(=O)NCc1ccc(S(=O)(=O)N2CCOCC2)cc1	0%	7%	2%	-5	0	0	-0.2%	0	3%	4%	0%
Cc1cccc2cc(C#N)c(NCCNS(=O)(=O)c3ccccc3)nc12	0%	3%	-6%	-30	-14	-4	0.0%	0	0%	-4%	?
CN(Cc1cn(C)nc1-c1cccc(Cl)c1)CC1CCCCO1 (configuration not stated)	0%	0%	2%	3	-9	0	-0.7%	10	0%	-1%	-3%
CNC(=S)Nc1ccc2nc(C)oc2c1	-1%	3%	-5%	1	-1	-1	0.5%	2	-1%	0%	-4%
CC(=O)c1ccc(NC(=O)C2=CC(c3cccs3)=NS(=O)(=O)N2C)cc1	5%	0%	1%	15	8	.	0.1%	-5	3%	0%	.
COc1cc(/C=N/Nc2ccc(C(F)(F)F)cn2)cc(OC)c1O	0%	-14%	8%	8	11	0	0.2%	-19	2%	-20%	5%
CCOP(=O)(c1ccccc1)C1(C#N)CCCC1 (configuration not stated)	4%	2%	6%	-5	11	1	-0.7%	-35	2%	0%	8%
CNC(=O)CN1C(=O)C2C3C=CC(C3)C2C1=O (configuration not stated)	1%	-2%	6%	7	-11	1	0.0%	3	1%	12%	-7%
Cc1nccn1CCCNC(=O)CC1C(=O)NCCN1Cc1ccccc1C(F)(F)F (configuration not stated)	-1%	-4%	15%	4	-5	-4	-0.7%	7	5%	0%	0%
COc1ccccc1NC(=S)N(CCN1CCCCCC1)Cc1cccs1	0%	-5%	-1%	20	7	-3	-0.3%	-27	2%	-1%	11%
COc1ccc(OC)c2sc(NC(=O)C3CC3)nc12	1%	-7%	3%	-3	1	-4	-0.1%	-2	-1%	?	-5%
CN(C)C1=NC(=O)/C(=C/c2ccc(-c3ccc(S(N)(=O)=O)cc3)o2)S1	.	.	-5%	.	.	-7	0.4%	.	4%	5%	5%
O=C(c1cc(Br)ccc1OC(F)F)N1CCN2CCCC2C1 (configuration not stated)	.	3%	-14%	0	-3	.	0.1%	-2	-1%	-1%	.
CSCC[C@H](NC(=O)Nc1cccc(C(F)(F)F)c1)C(=O)O	0%	-7%	8%	-8	-4	2	-1.1%	14	0%	11%	7%
COc1ccc(/C=C2\CCn3c2nc2cc(C(=O)O)ccc2c3=O)cc1	-5%	3%	15%	9	4	0	-0.6%	2	-4%	-1%	.
Nc1ccc(C(=O)N/N=C/c2cn(Cc3cccc(F)c3)c3ccccc23)cc1	2%	2%	-13%	10	5	-3	0.4%	.	3%	?	8%

For convenience, part of the list above.
SMILES	GALK inh	uPA generation	Eya2 inh	hERG WT inh	Giardia killer	FBPA coupling cs	B2AR arrestin	KCNH2 3.1 inh	USP2a block	BCR signal inh	PKM2 act
COc1ccc(/C=C2\CCn3c2nc2cc(C(=O)O)ccc2c3=O)cc1	-5%	3%	15%	9	4	0	-0.6%	2	-4%	-1%	.
Nc1ccc(C(=O)N/N=C/c2cn(Cc3cccc(F)c3)c3ccccc23)cc1	2%	2%	-13%	10	5	-3	0.4%	.	3%	?	8%
